# NSD2 block: blocks human NSD2 histone methyltransferase activity | O96028 | NSD2-SET H3K36me1 DELFIA fluorescence, biochemical | inhibition, % at 12.5 µM | hit rate 0.07% among 44,000 | AID 624260; in the data active means inhibition above about 54%, passing the limit was not always enough;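 further: inhibitors reduce the monomethyl H3K36 fluorescence signal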
# Target sequence (O96028 whole entry, looked up): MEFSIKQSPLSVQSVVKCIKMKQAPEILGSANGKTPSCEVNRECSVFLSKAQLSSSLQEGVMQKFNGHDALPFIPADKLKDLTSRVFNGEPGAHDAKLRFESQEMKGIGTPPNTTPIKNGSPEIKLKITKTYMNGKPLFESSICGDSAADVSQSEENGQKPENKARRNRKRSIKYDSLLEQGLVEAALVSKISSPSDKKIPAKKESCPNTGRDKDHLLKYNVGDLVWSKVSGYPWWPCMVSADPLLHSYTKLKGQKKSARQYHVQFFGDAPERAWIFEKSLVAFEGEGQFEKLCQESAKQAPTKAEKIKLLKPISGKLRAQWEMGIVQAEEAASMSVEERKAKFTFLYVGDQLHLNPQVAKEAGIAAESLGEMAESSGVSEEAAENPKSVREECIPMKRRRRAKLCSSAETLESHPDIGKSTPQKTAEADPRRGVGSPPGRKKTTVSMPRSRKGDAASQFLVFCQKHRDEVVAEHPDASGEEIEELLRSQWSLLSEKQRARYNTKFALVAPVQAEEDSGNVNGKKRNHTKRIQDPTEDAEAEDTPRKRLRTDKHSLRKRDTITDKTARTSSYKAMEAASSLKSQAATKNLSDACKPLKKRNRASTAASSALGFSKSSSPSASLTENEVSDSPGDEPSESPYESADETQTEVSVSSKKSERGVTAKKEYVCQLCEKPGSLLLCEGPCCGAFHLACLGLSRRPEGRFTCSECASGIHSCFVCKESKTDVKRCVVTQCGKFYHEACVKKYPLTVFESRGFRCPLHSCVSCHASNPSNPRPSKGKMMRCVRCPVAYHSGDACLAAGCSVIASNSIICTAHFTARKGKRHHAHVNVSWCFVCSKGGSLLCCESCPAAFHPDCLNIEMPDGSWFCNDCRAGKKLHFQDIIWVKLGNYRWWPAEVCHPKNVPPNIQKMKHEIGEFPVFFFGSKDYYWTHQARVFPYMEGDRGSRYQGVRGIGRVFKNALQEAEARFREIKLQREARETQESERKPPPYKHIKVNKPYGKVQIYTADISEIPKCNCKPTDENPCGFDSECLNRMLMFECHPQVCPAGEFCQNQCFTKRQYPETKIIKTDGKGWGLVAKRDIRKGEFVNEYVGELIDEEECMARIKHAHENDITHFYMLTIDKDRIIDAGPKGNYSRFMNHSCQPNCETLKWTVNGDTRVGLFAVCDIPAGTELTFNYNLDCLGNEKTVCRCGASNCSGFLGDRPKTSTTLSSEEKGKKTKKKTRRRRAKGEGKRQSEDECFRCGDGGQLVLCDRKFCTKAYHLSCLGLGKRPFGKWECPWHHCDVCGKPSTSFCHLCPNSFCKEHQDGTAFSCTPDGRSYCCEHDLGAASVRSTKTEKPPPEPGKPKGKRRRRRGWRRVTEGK
# * marks the source's active call; other numbers are inactive results.
SMILES,NSD2 block
Cc1noc(C)c1NC(=O)N(C)C[C@H]1Oc2ccc(NS(=O)(=O)c3ccc(Cl)cc3)cc2CC(=O)N([C@H](C)CO)C[C@@H]1C,2.2
C[C@H]1CN([C@@H](C)CO)C(=O)c2cc(-c3cccnc3)cnc2O[C@@H]1CN(C)Cc1ccc(Oc2ccccc2)cc1,21.9
C[C@@H]1CN([C@H](C)CO)C(=O)c2cccc(NC(=O)C3CC3)c2O[C@@H]1CN(C)C(=O)Nc1cccc2ccccc12,-0.1
C[C@@H]1CN([C@H](C)CO)S(=O)(=O)c2ccc(C3=CCCC3)cc2O[C@@H]1CN(C)C(=O)C1CCOCC1,0.8
C[C@@H]1CN([C@@H](C)CO)C(=O)c2cc(NC(=O)CCC(F)(F)F)ccc2O[C@@H]1CN(C)Cc1ccc(Cl)c(Cl)c1,-10.3
CN(C)CC(=O)Nc1ccc2c(c1)[C@@H]1C[C@@H](CC(=O)NCC3CC3)O[C@@H](CO)[C@@H]1O2,1.6
COc1ccc(NC(=O)N(C)C[C@H]2Oc3ncc(C#CCN(C)C)cc3C(=O)N([C@@H](C)CO)C[C@H]2C)cc1,-2.0
CC(C)CC#Cc1cnc2c(c1)C(=O)N([C@H](C)CO)C[C@H](C)[C@H](CN(C)C(=O)CC1CC1)O2,-3.0
O=C(CCCCCCC(=O)Nc1ccccc1O)N/N=C/c1ccc(-c2ccccc2)c(F)c1,12.1
CC(C)(C)OC(=O)Nc1cccc(/C=N/NC(=O)c2ccccc2O)c1,0.6
COc1cc2c(cc1O)CCC1C2CC[C@@]2(C)C1CC[C@@H]2O (stereo partly drawn),-1.4
Cc1ccc(S(=O)(=O)Nc2ccc3c(c2)CC(=O)N([C@@H](C)CO)C[C@H](C)[C@@H](CN(C)S(=O)(=O)c2cn(C)cn2)O3)cc1,-3.0
O=C(C[C@H]1C[C@H]2c3cc(NC(=O)Nc4ccc(F)cc4)ccc3O[C@H]2[C@H](CO)O1)NC1CCCC1,14.5
COc1ccc(NC(=O)Nc2ccc3c(c2)C(=O)N([C@H](C)CO)C[C@H](C)[C@@H](CN(C)S(=O)(=O)c2ccccc2)OCCCC[C@@H](C)O3)cc1,-4.4
COCC(=O)N(C)C[C@H]1Oc2ncc(-c3ccc(C)cc3)cc2C(=O)N([C@@H](C)CO)C[C@@H]1C,25.2
C[C@@H]1CN([C@@H](C)CO)S(=O)(=O)c2ccc(C3=CCCC3)cc2O[C@H]1CN(C)S(=O)(=O)c1ccc(F)cc1,4.7
C[C@@H]1CN([C@@H](C)CO)C(=O)c2cc(NC(=O)Nc3ccc(C(F)(F)F)cc3)ccc2O[C@H]1CN(C)S(=O)(=O)c1cccs1,-1.6
COc1ccc(NC(=O)Nc2ccc3c(c2)C(=O)N([C@@H](C)CO)C[C@@H](C)[C@@H](CN(C)S(=O)(=O)c2ccc(OC)cc2)O3)cc1,-1.5
C[C@@H]1CN([C@@H](C)CO)C(=O)c2cccc(NC(=O)c3nc4ccccc4s3)c2O[C@@H]1CN(C)S(=O)(=O)c1ccc(F)cc1,0.3
C[C@@H]1CCCCO[C@@H](CN(C)C(=O)Nc2cccc3ccccc23)[C@H](C)CN([C@@H](C)CO)C(=O)c2cc(N(C)C)ccc2O1,-17.6
C[C@H]1CN([C@@H](C)CO)C(=O)c2cc(NC(=O)Cn3cnnn3)ccc2O[C@H]1CN(C)C(=O)Nc1ccc(C(F)(F)F)cc1,-1.1
CC1CC(Nc2ccccc2)c2ccccc2N1S(=O)(=O)c1ccc(Br)cc1 (stereo not drawn),-3.5
C[C@@H]1CN([C@@H](C)CO)C(=O)Cc2cc(NC(=O)c3ccncc3)ccc2O[C@@H]1CN(C)C(=O)Nc1ccc2c(c1)OCO2,-0.7
COc1ccc(NC(=O)Nc2ccc3c(c2)C(=O)N([C@@H](C)CO)C[C@H](C)[C@@H](CN(C)C)OCCCC[C@H](C)O3)cc1,-2.9
C[C@@H]1CCCCO[C@@H](CN(C)C(=O)Nc2cccc3ccccc23)[C@@H](C)CN([C@H](C)CO)C(=O)c2cc(NC(=O)Cc3ccccc3)ccc2O1,-2.4
Cc1ccc(S(=O)(=O)N(C)C[C@@H]2OCCCC[C@H](C)Oc3ccc(NS(=O)(=O)c4cccs4)cc3C(=O)N([C@@H](C)CO)C[C@H]2C)cc1,4.6
COCC(=O)N(C)C[C@H]1Oc2cc(-c3cncnc3)ccc2S(=O)(=O)N([C@@H](C)CO)C[C@@H]1C,13.0
C[C@@H]1CCCCO[C@H](CN(C)C(=O)Nc2ccc(F)cc2)[C@@H](C)CN([C@@H](C)CO)C(=O)c2cc(N(C)C)ccc2O1,30.6
COc1ccc(NC(=O)Nc2ccc3c(c2)CC(=O)N([C@H](C)CO)C[C@@H](C)[C@H](CN(C)C(=O)NC2CCCCC2)O3)cc1,-4.3
C[C@H]1CN([C@@H](C)CO)C(=O)c2cc(-c3ccccc3F)cnc2O[C@@H]1CN(C)C,1.5
CC(C)[Si](OCCCNS(=O)(=O)c1ccc(Br)cc1)(C(C)C)C(C)C,4.1
Cc1ccc(CN(C)C[C@H]2OCc3cn(nn3)CCCC(=O)N([C@H](C)CO)C[C@H]2C)cc1,1.6
C[C@@H]1CN([C@H](C)CO)S(=O)(=O)c2ccc(C#Cc3ccc(F)cc3)cc2O[C@H]1CN(C)S(=O)(=O)c1cn(C)cn1,-8.0
C[C@@H]1CN([C@@H](C)CO)C(=O)Cc2cc(NC(=O)Nc3ccc4c(c3)OCO4)ccc2O[C@H]1CN(C)Cc1ccc(C(=O)Nc2ccccc2N)cc1,-6.3
Cc1noc(C)c1S(=O)(=O)N(C)C[C@@H]1Oc2ccc(NC(=O)NC(C)C)cc2CC(=O)N([C@H](C)CO)C[C@H]1C,2.7
CCCC#Cc1ccc2c(c1)O[C@@H](CN(C)C(C)=O)[C@@H](C)CN([C@@H](C)CO)S2(=O)=O,-11.5
C[C@@H]1CN([C@H](C)CO)C(=O)c2cc(-c3cccnc3)cnc2O[C@@H]1CN(C)C(=O)Nc1ccc(C(F)(F)F)cc1,-4.3
C[C@@H]1CN([C@@H](C)CO)C(=O)c2cc(NC(=O)C3CC3)ccc2O[C@H]1CN(C)CC1CCCCC1,3.5
C[C@H]1CN([C@@H](C)CO)S(=O)(=O)c2ccc(-c3cncnc3)cc2O[C@H]1CN(C)Cc1ccccc1,0.2
C[C@@H]1CCCCO[C@@H](CN(C)S(=O)(=O)c2ccc(F)cc2)[C@@H](C)CN([C@H](C)CO)C(=O)c2cc(NC(=O)Nc3ccc(F)cc3)ccc2O1,-0.8
COc1ccc(-c2ccc3c(c2)O[C@H](CN(C)Cc2cccnc2)[C@@H](C)CN([C@@H](C)CO)S3(=O)=O)cc1,16.3
COc1cc(Cc2nnc(C(=O)NC(C)C)o2)cc(OC)c1OC,-0.8
C[C@@H]1CN([C@H](C)CO)S(=O)(=O)c2ccc(C#CCN(C)C)cc2O[C@@H]1CN(C)Cc1ccccc1F,-1.2
C[C@@H]1CN([C@H](C)CO)C(=O)Cc2cc(NC(=O)CCN3CCOCC3)ccc2O[C@@H]1CN(C)Cc1ccc(C(=O)O)cc1,1.4
C[C@@H]1CCCCO[C@H](CN(C)S(=O)(=O)c2ccc(Cl)cc2)[C@H](C)CN([C@@H](C)CO)C(=O)c2cc(NC(=O)c3ccccc3)ccc2O1,-8.4
O=C(COc1ccc2c(-c3ccccc3)cc(=O)oc2c1)c1ccccc1,3.4
Cc1ccc(-c2ccc3c(c2)O[C@@H](CN(C)C(=O)C2CC2)[C@H](C)CN([C@H](C)CO)S3(=O)=O)cc1,-2.4
C[C@H]1CN([C@@H](C)CO)C(=O)Cc2cc(N(C)C)ccc2O[C@H]1CN(C)S(=O)(=O)c1ccccc1,2.1
COc1ccc(S(=O)(=O)N(C)C[C@H]2Oc3ccc(NS(C)(=O)=O)cc3C(=O)N([C@H](C)CO)C[C@@H]2C)cc1,-0.6
COc1ccc(NC(=O)N(C)C[C@@H]2OCCCC[C@@H](C)Oc3ccc(NS(=O)(=O)c4ccc(Cl)cc4)cc3C(=O)N([C@H](C)CO)C[C@@H]2C)cc1,-6.9

# In the list so far, these have a Cl atom:
SMILES,NSD2 block
Cc1noc(C)c1NC(=O)N(C)C[C@H]1Oc2ccc(NS(=O)(=O)c3ccc(Cl)cc3)cc2CC(=O)N([C@H](C)CO)C[C@@H]1C,2.2
C[C@@H]1CN([C@@H](C)CO)C(=O)c2cc(NC(=O)CCC(F)(F)F)ccc2O[C@@H]1CN(C)Cc1ccc(Cl)c(Cl)c1,-10.3
C[C@@H]1CCCCO[C@H](CN(C)S(=O)(=O)c2ccc(Cl)cc2)[C@H](C)CN([C@@H](C)CO)C(=O)c2cc(NC(=O)c3ccccc3)ccc2O1,-8.4
COc1ccc(NC(=O)N(C)C[C@@H]2OCCCC[C@@H](C)Oc3ccc(NS(=O)(=O)c4ccc(Cl)cc4)cc3C(=O)N([C@H](C)CO)C[C@@H]2C)cc1,-6.9

# 3 entries out of the list above, ordered by the number in NSD2 block, falling:
SMILES,NSD2 block
C[C@H]1CN([C@@H](C)CO)C(=O)Cc2cc(N(C)C)ccc2O[C@H]1CN(C)S(=O)(=O)c1ccccc1,2.1
COc1cc(Cc2nnc(C(=O)NC(C)C)o2)cc(OC)c1OC,-0.8
Cc1ccc(-c2ccc3c(c2)O[C@@H](CN(C)C(=O)C2CC2)[C@H](C)CN([C@H](C)CO)S3(=O)=O)cc1,-2.4

# New compounds follow:
SMILES,NSD2 block
CC(C)C#Cc1cnc2c(c1)C(=O)N([C@H](C)CO)C[C@H](C)[C@@H](CN(C)Cc1ccccc1F)O2,-8.8
C[C@H](CO)N1C[C@H](C)[C@H](CN(C)Cc2ccncc2)OCc2cn(nn2)CCCC1=O,1.4
CNC[C@@H]1Oc2c(NC(=O)c3nc4ccccc4s3)cccc2C(=O)N([C@H](C)CO)C[C@@H]1C,-13.9
COc1ccc(CN(C)C[C@H]2Oc3ccc(NC(=O)c4ccncc4)cc3CC(=O)N([C@@H](C)CO)C[C@@H]2C)cc1,-0.2
CC(C)NC(=O)Nc1cccc2c1O[C@H](CN(C)Cc1ccc(C(=O)O)cc1)[C@H](C)CN([C@H](C)CO)C2=O,4.1
C[C@H]1CCCCO[C@@H](CN(C)Cc2ccc3c(c2)OCO3)[C@@H](C)CN([C@@H](C)CO)C(=O)c2cc(NC(=O)Nc3ccc4c(c3)OCO4)ccc2O1,5.7
CCC1(c2ccccc2)NC(=O)N(C)C1=O (stereo not drawn),-4.9
C[C@@H]1CN([C@@H](C)CO)C(=O)Cc2cc(NC(=O)Nc3ccc4c(c3)OCO4)ccc2O[C@H]1CN(C)Cc1ccc(Oc2ccccc2)cc1,1.6
CC(C)NC(=O)Nc1ccc2c(c1)C(=O)N([C@@H](C)CO)C[C@@H](C)[C@H](CN(C)S(=O)(=O)c1cccs1)OCCCC[C@@H](C)O2,-0.1
C/C=C/c1cnc2c(c1)C(=O)N([C@H](C)CO)C[C@@H](C)[C@@H](CN(C)Cc1cncnc1)O2,3.1
CC(C)OC(=O)N(C)C[C@H]1OCc2ccccc2-c2ccccc2C(=O)N([C@@H](C)CO)C[C@@H]1C,3.5
COc1cc(NS(=O)(=O)c2c(C)oc3c(F)c(F)c(F)c(F)c23)cc(OC)c1OC,2.6
CNC[C@@H]1Oc2cc(C#Cc3ccccn3)ccc2S(=O)(=O)N([C@@H](C)CO)C[C@H]1C,2.3
C[C@@H]1CN([C@@H](C)CO)S(=O)(=O)c2ccc(-c3ccc(C(=O)N(C)C)cc3)cc2O[C@H]1CN(C)C(=O)C1CC1,-14.2
C[C@@H]1CN([C@@H](C)CO)C(=O)c2cc(C#Cc3cccc(F)c3)cnc2O[C@@H]1CN(C)C(=O)C1CCOCC1,3.7
C[C@@H]1CN([C@@H](C)CO)C(=O)c2cc(NC(=O)Cc3ccccc3)ccc2O[C@@H](C)CCCCO[C@@H]1CN(C)S(=O)(=O)c1cn(C)cn1,2.4
CC(C)c1nnc(NC(=O)CC(NC(=O)c2ccccc2)c2ccccc2)s1 (stereo not drawn),-8.4
CC(C)NC(=O)Nc1ccc2c(c1)CC(=O)N([C@H](C)CO)C[C@@H](C)[C@H](CN(C)S(=O)(=O)c1ccc(Cl)cc1)O2,0.8
C[C@H]1CN([C@@H](C)CO)C(=O)Cc2cc(NC(=O)Nc3ccc4c(c3)OCO4)ccc2O[C@H]1CN(C)C(=O)Nc1ccc(C(F)(F)F)cc1,-10.8
CC(C)CC#Cc1ccc2c(c1)O[C@@H](CN(C)Cc1cccc(F)c1)[C@H](C)CN([C@@H](C)CO)S2(=O)=O,-14.2
N#Cc1cc(Oc2ccc(F)cc2)c(-n2nnc3ccccc32)cc1C#N,4.0
C[C@H](CO)N1C[C@H](C)[C@H](CN(C)C(=O)NC2CCCCC2)Oc2c(NC(=O)c3ccncc3)cccc2C1=O,-6.5
C[C@@H]1CN([C@H](C)CO)C(=O)c2cccc(NC(=O)Nc3ccccc3)c2O[C@H]1CN(C)Cc1ccc(Oc2ccccc2)cc1,0.4
CNC[C@@H]1Oc2c(NS(=O)(=O)c3ccc(Cl)cc3)cccc2C(=O)N([C@@H](C)CO)C[C@H]1C,2.9
C[C@@H]1CN([C@@H](C)CO)C(=O)CCCn2nncc2CO[C@@H]1CN(C)S(=O)(=O)c1ccc(Cl)cc1,2.6
Cc1ccc(S(=O)(=O)Nc2ccc3c(c2)CC(=O)N([C@@H](C)CO)C[C@@H](C)[C@H](CN(C)C(=O)Nc2cccc4ccccc24)O3)cc1,-1.0
C[C@@H]1CN([C@H](C)CO)C(=O)c2cccc(NS(=O)(=O)c3ccc(Cl)cc3)c2O[C@@H]1CN(C)S(=O)(=O)c1ccccc1,0.9
C[C@@H]1CN([C@H](C)CO)C(=O)c2cc(N(C)C)ccc2O[C@H]1CN(C)Cc1ccc2c(c1)OCO2,-1.6
O=C(OCc1nc2ccccc2[nH]1)C12CC3CC(CC(C3)C1)C2,-2.9
C[C@@H]1CCCCO[C@@H](CN(C)C(=O)Nc2ccc(F)cc2)[C@@H](C)CN([C@H](C)CO)C(=O)c2cc(NS(=O)(=O)c3ccccc3)ccc2O1,-67.6
C[C@H]1CN([C@@H](C)CO)C(=O)Cc2cc(NC(=O)CCN3CCOCC3)ccc2O[C@@H]1CN(C)S(=O)(=O)c1cn(C)cn1,4.1
C[C@@H]1CN([C@H](C)CO)C(=O)c2c(c3ccccc3n2C)-c2ccccc2CO[C@H]1CN(C)S(=O)(=O)c1cccc(F)c1,33.2

# Not all compounds are listed, so the mix of outcomes need not match the whole.
